NCI-60 one-dose screen, 48 h, at 10 µM unless noted. Numbers give growth in % (100 = growth as untreated, 0 = no growth, -100 = all killed).
OVCAR-4: OVCAR-4 ovarian cancer cells | 3.7% of 80,000 active
OVCAR-5: OVCAR-5 ovarian cancer; 2.9% of 82,000 active
DU-145: DU-145 prostate cancer; AID 1794760; 4.2% of 81,000 active
SK-OV-3: SK-OV-3 ovarian cancer cells; 3.2% of 80,000 active
OVCAR-8: OVCAR-8 ovarian cancer; 4.4% of 81,000 active
PC-3: PC-3 prostate cancer cells; 3.9% of 80,000 active; AID 1794754
U251: U251 CNS tumor cells; 5.4% of 80,000 active; AID 1794753
OVCAR-3: OVCAR-3 ovarian cancer; AID 1794787; 7% of 79,000 active
SF-295: SF-295 CNS cancer cells; 5.6% of 79,000 active; AID 1794758
* hit, by the source's call; · = not tested or not shown; & = joins results of further samples. The calls were made as follows: active = growth percent below 10; inactive = the rest. No enrichment for hits. About 11% of those tested had a hit in this group.

Compound	OVCAR-4	SK-OV-3	OVCAR-3	OVCAR-5	DU-145	PC-3	SF-295	U251	OVCAR-8
COc1ccc(-n2c(CO)ccc2CNc2ccccc2OC)cc1	74	77	83	105	101	53	73	78	80
O=[N+]([O-])c1ccc(CSc2ncc(Br)c(SCc3ccc([N+](=O)[O-])cc3)n2)cc1	61	96	97	·	98	78	98	92	91
O=S(=O)(Nc1ccc2[nH]ccc2c1)C(F)(F)F	104	107	112	104	107	100	100	99	102
CCCC[N+]1(C)CCN=C1Cc1ccccc1 (stereo not given)	109	109	103	103	106	87	97	96	97
CC1(c2ccc(Cl)cc2)OC(=O)CC(=O)O1	-2.2*	106	104	103	108	101	120	102	105
CC(C)(C)NC(=O)[C@H]1CCC2C3CCC4NC(=O)C=C[C@]4(C)C3CC[C@@]21C (stereo not given in full)	109	101	111	·	109	96	108	96	96
CCc1c(C)[nH]c(=O)c(C(N)=O)c1C#N	115	100	116	109	115	99	98	99	104
Cc1occc1C(=O)NN1C(=O)/C(=C/C=C/c2ccc([N+](=O)[O-])o2)SC1=S	-85*	20	-100*	-93*	-58*	0.2*	47	-93*	-54*
CC(=O)NS(=O)(=O)c1ccc(OCCOc2ccc(S(=O)(=O)NC(C)=O)cc2)cc1	112	101	109	91	109	·	105	100	98
COc1ccc(C2C=C(c3cc(OC)c(OC)c(OC)c3)N=C3SC=C(C)N32)c(Br)c1 (stereo not given)	98	108	107	103	101	89	·	91	94
Cc1cc([N+](=O)[O-])ccc1N=O	110	104	100	104	113	98	101	98	99
Clc1nn2c(Cn3cnc4c(NCc5ccccc5)ncnc43)nnc2c2ccccc12	38	-19*	46	74	37	42	63	34	33
NC(Cc1cccc(F)c1)C(=O)O (stereo not given)	105	114	113	107	115	83	120	106	95
O=S(=O)(NCCCNc1nccc(-c2c(-c3cccc(F)c3)nc3sccn23)n1)c1ccc(C(F)(F)F)cc1	93	78	93	129	95	68	104	95	76
CCOC(=O)c1c(Nc2ccccc2)nn2c(-c3ccccc3)c(C#N)cnc12	95	115	126	102	98	96	100	95	100
CN(C)S(=O)(=O)n1cnc([C@@H]2[C@H]3C(=O)OC[C@@H]3C[C@@]23N=CN(Cc2ccccc2)C3=O)c1	105	106	89	108	110	·	105	111	115
O=C(CCCCCNC(=O)C(=O)O)Nc1ccccc1	114	123	116	109	108	101	98	103	103
Cc1ccc(-c2nc(C#N)c(N(C)C)o2)cc1	98	82	94	102	103	88	102	94	90
CCOC(=O)C1(C(=O)OCC)COC(=O)C2(CC)OC21 (stereo not given)	103	114	115	129	112	101	100	92	99
CC(C)(C)OC(=O)NCCn1cc(-c2nc(-c3c[nH]c4ncccc34)cs2)c2ccccc21	83	100	98	110	95	70	103	96	88

A few values from above:
CCOC(=O)c1c(Nc2ccccc2)nn2c(-c3ccccc3)c(C#N)cnc12 @ DU-145: 98
Clc1nn2c(Cn3cnc4c(NCc5ccccc5)ncnc43)nnc2c2ccccc12 @ DU-145: 37
CCOC(=O)C1(C(=O)OCC)COC(=O)C2(CC)OC21 (stereo not given) @ PC-3: 101

Remaining list, next part.
Compound	OVCAR-4	SK-OV-3	OVCAR-3	OVCAR-5	DU-145	PC-3	SF-295	U251	OVCAR-8
COc1ccc(-c2cc(/C=C3\C(=O)Nc4ccccc43)[nH]n2)cc1OC	85	105	105	102	98	94	101	93	107
C=C1CCC(=O)C(=C(C)C)c2c(C)cc3c(c21)C(=O)[C@H](C)C3	97	101	103	101	110	78	97	95	100
Cc1cc(-c2cc(C)on2)no1	114	112	112	100	110	106	103	97	98
CCCCCCCCCC(=O)Oc1ccc(/C=C/c2cc(OC(=O)CCCCCCCCC)cc(OC(=O)CCCCCCCCC)c2)cc1	105	108	105	94	102	92	103	102	98
Cc1n(Cc2ccc3ccccc3c2)c2ccccc2[n+]1Cc1ccc2ccccc2c1	-7.8*	-18*	-78*	-46*	0.7*	-68*	-38*	-88*	-31*
CC1(C)CC[C@]2(C#N)CC[C@]3(C)C(=CC[C@@H]4[C@@]5(C)CCC(=O)NC(C)(C)[C@@H]5CC[C@]43C)[C@@H]2C1	100	116	·	107	95	89	101	87	99
CC(=O)Nc1ccc(/C=N/NC(=O)C(=O)N/N=C/c2ccc(NC(C)=O)cc2)cc1	·	93	117	99	115	95	104	101	93
Cc1nc2cc(Nc3nc(Nc4ccc(F)cc4)nc(N4CCOCC4)n3)ccc2n1Cc1ccccc1	80	109	75	106	78	62	·	·	75
Nc1c(C(=O)c2ccccc2)sc2nc(-c3cnccn3)cc(-c3cccs3)c12	106	103	108	103	106	100	105	104	103
Cc1ccc(C2C3CSCN3[C@@]3(C(=O)Nc4ccccc43)C2C(=O)c2nc3ccccc3[nH]2)cc1 (stereo not given in full)	62	94	89	95	106	70	59	73	96

As a short view, 3 of the compounds above:
Compound	OVCAR-4	SK-OV-3	OVCAR-3	OVCAR-5	DU-145	PC-3	SF-295	U251	OVCAR-8
CC(=O)Nc1ccc(/C=N/NC(=O)C(=O)N/N=C/c2ccc(NC(C)=O)cc2)cc1	·	93	117	99	115	95	104	101	93
Cc1nc2cc(Nc3nc(Nc4ccc(F)cc4)nc(N4CCOCC4)n3)ccc2n1Cc1ccccc1	80	109	75	106	78	62	·	·	75
Nc1c(C(=O)c2ccccc2)sc2nc(-c3cnccn3)cc(-c3cccs3)c12	106	103	108	103	106	100	105	104	103

Additional entries follow.
Compound	OVCAR-4	SK-OV-3	OVCAR-3	OVCAR-5	DU-145	PC-3	SF-295	U251	OVCAR-8
CC(C)(C)NC(=O)Nc1ncccc1OCc1ccccc1Cl	57	90	84	101	89	60	76	72	78
NC(=O)C1CCCN(Cc2c[nH]c3ccccc23)C1 (stereo not given)	108	100	104	100	106	91	93	95	98
COc1cc(C(=O)n2nc(-c3cc(OC)c(OC)c(OC)c3)nc2N)cc(OC)c1OC	94	87	101	97	101	96	93	97	102
COc1ccc2nc(-c3ccc(OC)c(OC)c3)cc(-c3nnc(SC/C(=N/O)c4ccccc4)o3)c2c1	94	93	99	106	101	79	91	94	96
O=C(NO)c1ccccc1	95	·	119	107	103	94	110	101	102
N#Cc1c(-c2ccco2)[nH]c(=S)[nH]c1=O	93	90	102	81	120	81	98	94	101
COC(=O)/C=C1/Nc2ccc(Cl)cc2C(=O)NC1=O	95&104	98&115	110&98	114&107	94&93	95&101	98&101	104&98	105&106
Cc1cc(Nc2ccc(C)c(C)c2)nc(N)n1	100	103	93	104	100	99	93	103	103
COc1ccc(N2N=C(c3ccc4c(c3)OCCO4)CC2c2cccc(NC(=O)CCCNS(=O)(=O)c3ccc(Cl)cc3)c2)cc1 (stereo not given)	68	97	101	96	92	65	74	84	95
C[n+]1cccc(C(=O)c2ccccc2)c1	105	90	105	107	111	88	101	100	102
CNC(=O)c1ccc2cc(OC)c(OC)cc2c1	95	118	118	110	124	102	110	96	113
COc1ccc(/C(=C2\O[C@@H]([C@H](O)CO)[C@H]3OC(C)(C)O[C@@H]23)c2cc(OC)c(OC)c(OC)c2)cc1O	104	106	97	90	87	52	93	91	107
O=C(Nc1ncc(Cc2ccc(Cl)cc2)s1)C1=NCCCCN1	105	106	110	105	105	101	102	106	106
COc1cc(-c2nc(-c3ccc(-c4nc5ccc(F)cc5[nH]4)cc3)no2)cc(OC)c1OC	31	86	37	73	68	6.6*	22	46	5.9*
O=c1[nH]c(NCc2ccccn2)nc2sc3c(c12)CCCC3	93	91	106	103	103	64	92	87	91
CC(C)C(=O)C(CCN(C)C)c1ccncc1 (stereo not given)	110	116	117	107	113	99	101	103	102
Cc1cc(-c2ccc3nc(N)sc3c2)nc2ccc3[nH]ncc3c12	62	31	·	58	48	63	29	29	41
CCCCCC(=O)Nc1ccc(S(=O)(=O)NO)cc1	110	108	102	107	98	82	101	98	89
O=C(/C=C1\C=CN(CCCO)c2ccccc21)n1ccc2ccccc21	89	89	105	98	112	92	104	105	101
CCN(CC)CCOC(=O)C1c2ccccc2-c2ccccc21	111	103	108	88	112	92	104	98	101

Part of the list above, with each value named:
CNC(=O)c1ccc2cc(OC)c(OC)cc2c1
  OVCAR-4 = 95	SK-OV-3 = 118	OVCAR-3 = 118	OVCAR-5 = 110	DU-145 = 124	PC-3 = 102	SF-295 = 110	U251 = 96	OVCAR-8 = 113

COc1ccc(/C(=C2\O[C@@H]([C@H](O)CO)[C@H]3OC(C)(C)O[C@@H]23)c2cc(OC)c(OC)c(OC)c2)cc1O
  OVCAR-4 = 104	SK-OV-3 = 106	OVCAR-3 = 97	OVCAR-5 = 90	DU-145 = 87	PC-3 = 52	SF-295 = 93	U251 = 91	OVCAR-8 = 107

The list goes on:
Compound	OVCAR-4	SK-OV-3	OVCAR-3	OVCAR-5	DU-145	PC-3	SF-295	U251	OVCAR-8
O=C1/C(=C\c2cccs2)SC(=S)N1CCc1ccc(O)cc1	95	110	110	105	92	100	107	98	107
Cc1cc2n(n1)-c1c(cnn(C)c1=O)Oc1ccccc1-2	104	119	103	109	109	97	117	109	102
CCCCC[C@@H](O)c1ccccc1[C@@H]1O[C@@H](CCC(=O)OC)[C@H](O)[C@H]1I	82	102	54	94	61	63	88	88	83
COc1ccc(-c2nnc(CNc3ccc(Cl)cc3)o2)cc1	99	92	98	105	106	85	105	90	93
C=C1CC[C@@H]2[C@](C)(COC(C)=O)[C@@H](O)CC[C@@]2(C)[C@@H]1COc1ccc2ccc(=O)oc2c1	101	116	107	108	114	103	98	·	·
O=S(=O)(O)c1ccc(O)c(N=Nc2ccc(O)cc2O)c1	102	109	157	97	119	82	107	104	88
Cc1cc(C)nc(/N=C(\N)Nc2ccc(S(=O)(=O)Nc3nc(C)cc(C)n3)cc2)n1	111	106	112	119	116	105	98	106	107
Nc1n[nH]c2cc(F)c([C@@H]3Nc4ccc5[nH]ncc5c4[C@H]4C5CCC(C5)[C@@H]34)cc12 (stereo not given in full)	32	21	13	30	-7.5*	8.5*	6.2*	3.0*	20
CN1CCN(C(=O)N/C(N)=N/c2nc3ccccc3s2)CC1	70	72	101	73	79	70	84	84	83
COc1ccc2c(c1)CCC1=C2NC(=S)NC1c1cc(I)c(O)c(OC)c1 (stereo not given)	77	101	99	118	83	62	72	75	76
Cc1ccc(C(=O)Nc2ccc(CNCCN3CCOCC3)c(C(F)(F)F)c2)cc1C#Cc1cnc2cccnn12	25	58	22	34	33	19	-25*	6.1*	13
O=c1c2ccccc2nc(N/N=C/c2ccc(Oc3ccc(Cl)cc3)cc2)n1-c1ccccc1	103	110	109	108	104	90	104	101	102
CSc1c(-c2nc3ccccc3s2)c(N)nc2c(C(N)=O)c(Nc3ccc(Cl)cc3)nn12	99	82	·	104	104	80	104	100	97
CC(C)c1nc(N(C)S(C)(=O)=O)nc(-c2ccc(F)cc2)c1/C=C/[C@@H](O)C[C@@H](O)CC(=O)O	100	104	99	108	103	69	100	62	91
NC(=O)NCCO	110	110	106	106	110	95	96	92	100
O=C1NCC(Nc2ccccc2)C(=O)N1 (stereo not given)	113	151	117	105	110	117	110	102	107
CCCC1=CCCC1	111	108	110	100	104	91	98	97	97
CCOC(=O)Nc1nnc(SCC(=O)Nc2ccc3oc(=O)ccc3c2)s1	104	97	92	115	100	93	112	105	110
S=c1nc[nH]c2ccccc12	95	103	106	96	106	100	98	94	100
O=Cc1ccc(O)cc1O	·	103	·	101	119	·	104	104	94
Cc1ccc2nsnc2c1NC(=O)Cn1c(-c2nonc2N)nc2ccccc21	104	117	118	108	109	97	101	94	95
